Screening results as filed in PubChem BioAssay.
Pemphigus Ab inh – inhibitors of pemphigus antibody binding to human desmoglein-3; DSG3-coupled beads, scFv-anti-DSG3-GFP binding, flow cytometry; active compounds read low; AID 588358; 0.48% of 310,000 active; P32926; binding (percent of control), % at 10 µM;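 active = binding more than 3 SD below its plate's average and above zero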;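 note: hits lower antibody fragment binding to DSG3; some compounds called inactive have numbers as strong as hits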
Target sequence (P32926 whole entry, looked up, the tested form may be a part): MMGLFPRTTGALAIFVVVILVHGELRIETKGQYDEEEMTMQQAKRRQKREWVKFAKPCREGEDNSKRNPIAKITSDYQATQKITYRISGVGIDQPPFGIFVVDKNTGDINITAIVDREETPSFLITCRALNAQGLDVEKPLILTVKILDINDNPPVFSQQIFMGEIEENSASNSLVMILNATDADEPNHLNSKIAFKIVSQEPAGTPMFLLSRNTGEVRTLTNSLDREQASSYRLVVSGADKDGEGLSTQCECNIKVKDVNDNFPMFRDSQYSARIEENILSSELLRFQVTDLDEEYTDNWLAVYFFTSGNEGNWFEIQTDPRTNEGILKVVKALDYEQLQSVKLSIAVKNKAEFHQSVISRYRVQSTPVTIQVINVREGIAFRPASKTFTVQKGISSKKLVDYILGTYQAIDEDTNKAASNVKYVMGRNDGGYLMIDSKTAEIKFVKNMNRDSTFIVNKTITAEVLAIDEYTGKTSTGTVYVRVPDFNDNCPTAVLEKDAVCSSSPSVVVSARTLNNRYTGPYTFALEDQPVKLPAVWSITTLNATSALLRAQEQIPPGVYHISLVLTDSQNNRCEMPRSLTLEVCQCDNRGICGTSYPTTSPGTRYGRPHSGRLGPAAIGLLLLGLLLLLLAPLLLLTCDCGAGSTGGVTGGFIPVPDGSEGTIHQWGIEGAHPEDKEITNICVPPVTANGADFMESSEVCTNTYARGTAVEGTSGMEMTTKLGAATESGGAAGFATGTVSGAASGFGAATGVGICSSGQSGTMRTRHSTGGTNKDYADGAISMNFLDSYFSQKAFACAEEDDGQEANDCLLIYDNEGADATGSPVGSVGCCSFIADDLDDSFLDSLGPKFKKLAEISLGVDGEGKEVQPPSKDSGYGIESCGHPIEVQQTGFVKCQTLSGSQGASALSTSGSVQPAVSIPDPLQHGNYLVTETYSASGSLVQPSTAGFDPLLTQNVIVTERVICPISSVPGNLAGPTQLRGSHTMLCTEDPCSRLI
CAL PDZ FP-1 – inhibitors of human CAL PDZ peptide binding; Q9HD26; purified CAL PDZ, TMR-peptide fluorescence polarization, 1 h; inhibition, % at 20 µM; 0.02% of 330,000 active; AID 504414;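 active = highest replicate inhibition of at least 40%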;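 note: plate controls were DMSO neutral control wells for no effect and unlabeled competitor peptide control wells for full effect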
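Assay system – tagged CAL PDZ protein CerCALP, purified · Timing – 1 h at RT · Compound – single point, 20 µM · Measured by – fluorescence polarization from S- and P-plane intensities, G-factor corrected · Evaluation – inhibition from polarization loss · Probe or stimulus – TMR reporter peptide T*-PRC34 · Buffer or medium – pH 7.4 phosphate-saline buffer, reducing agent, detergent, IgG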
Keap1 Nrf2 FP – Keap1-Nrf2 (human) interaction inhibition. 0.15% of 340,000 active. Keap1 Kelch-Nrf2 peptide fluorescence polarization, 1536-well. AID 504523. Q14145. inhibition, % at 9.4 µM; in the data active = inhibition above about 12%;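 note: human Keap1 Kelch domain with fluorescein labeled Nrf2 9mer peptide probe; 0% = neutral control wells and 100% = peptide positive control; higher means more block of Keap1 binding to Nrf2 peptide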
V-ATPase pHluor – alters yeast V-ATPase proton transport | S. cerevisiae, pHLuorin cytosolic pH fluorescence | 0.37% of 350,000 active | response, % at 10 µM | AID 504577; in the data active = response mostly above about 7.3%, no sharp cut-off; inactive = mostly below about 5.4%; note: actives read high; inactives centre near 0; some compounds called inactive have numbers as strong as hits; reference of the scale not given here
Arrestin-AP2 inh – human beta-arrestin and AP2 interaction inhibition | FITC-arrestin peptide / GST-AP2 beads, flow cytometry; AP2 beta2 appendage carries R879A mutation | inhibition, % at 10 µM | 0.31% of 340,000 active;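 active = inhibition above a set limit, near 3 SD of compounds lacking own fluorescence, cut at about 54% in these data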;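 note: plate controls were DMSO wells for no effect and 5 µM unlabelled arrestin peptide for full effect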
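System: GST-AP2 R879A bound to glutathione beads, E. coli-expressed. Also added: 50 nM FITC-arrestin peptide. Schedule: compound with beads 12 min RT, then probe 1 h RT. Signal: bead flow cytometry, FITC channel. Read-out basis: percent response.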
CAL PDZ FP-2 – inhibitors of human CAL PDZ peptide binding; purified CAL PDZ, TMR-peptide fluorescence polarization, 1 h; 0.92% of 300,000 active; inhibition, % at 24.9 µM; AID 602252;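 active = mean inhibition of at least 30% with at least half of replicates also reaching 30%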;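 note: 0% = DMSO neutral control and 100% = excess unlabeled competitor peptide PRC23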
DAGLB inh – diacylglycerol lipase beta (human) inhibition. inhibition, % at 5.17 µM. 0.059% of 340,000 active. HEK293T DAGLB membrane lysate, EnzChek fluorogenic substrate; in the data active = inhibition above about 34%;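 note: 0% = enzyme with vehicle and 100% = wells lacking enzyme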
NSD2 inh – blocks human histone methyltransferase NSD2. 0.54% of 310,000 active. inhibition, % at 12.5 µM. NSD2 peptide methylation, AlphaScreen, 120 min; in the data active = inhibition above about 50%
LANA DNA inh – inhibitors of KSHV LANA C-terminal domain DNA binding; MBP-C-LANA/FAM-LBS DNA binding, fluorescence polarization; inhibition, % at 9 µM; 0.078% of 340,000 active; AID 504423;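 active = highest replicate inhibition at or above 60% at 9 µM, even if other replicates fall short; inactive = all replicates below 60% inhibition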;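 note: 0% = neutral control wells and 100% = 4 µM acridine orange control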
RTF Ca sens inh – cardiac RTF calcium desensitization | P19429+P45379 | IANBD-labeled cardiac RTF, Ca2+ fluorescence | inhibition, % at 7.15 µM | 0.12% of 340,000 active | AID 493244;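 active = inhibition above the mean inhibition of all tested compounds plus 3 SD, cut at about 17% in these data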;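 note: assay run at fixed EC70 calcium of 1.6 mM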
The depositor's hits bear a star. A portion of the library (hit frequency here may not be typical).

For C/C(CC(=O)NCc1ccc(Cl)cc1)=N\NC(=O)COc1ccc(C)cc1Br the results were Pemphigus Ab inh 107.9, CAL PDZ FP-1 0.1, Keap1 Nrf2 FP 0.7, V-ATPase pHluor -1.1, Arrestin-AP2 inh 5.6, CAL PDZ FP-2 -4.8, DAGLB inh -0.8, NSD2 inh 4.8, LANA DNA inh 0.4 and RTF Ca sens inh -13.8.
`CCOC(=O)NC(=O)/C(C#N)=C(/C)N(C)C` gave Pemphigus Ab inh 103.7, CAL PDZ FP-1 0.2, Keap1 Nrf2 FP -3.4, V-ATPase pHluor 3.5, Arrestin-AP2 inh -4.8, CAL PDZ FP-2 -3.1, DAGLB inh -0.6, NSD2 inh 0.9, LANA DNA inh 1.4 and RTF Ca sens inh -1.3.
CCOC(=O)c1c(NC(=O)C2CC(Cl)=CCC2C(=O)O)sc2c1CC(C)(C)OC2 (configuration not stated) was read as Pemphigus Ab inh 91.6, CAL PDZ FP-1 -3.2, Keap1 Nrf2 FP 0.5, V-ATPase pHluor 2.1, Arrestin-AP2 inh 1.0, CAL PDZ FP-2 -6.1, DAGLB inh 3.7, NSD2 inh 2.1, LANA DNA inh -0.1 and RTF Ca sens inh -10.0.
O=C(CSc1ccccn1)N1CCCC(Nc2ccc(F)c(F)c2)C1 (configuration not stated) was read as Pemphigus Ab inh 109.4, CAL PDZ FP-1 -0.4, Keap1 Nrf2 FP -6.0, V-ATPase pHluor 3.2, Arrestin-AP2 inh 0.3, DAGLB inh -1.0, NSD2 inh 5.2, LANA DNA inh 0.8 and RTF Ca sens inh 2.9.
CSC1=NSC2=NC(=O)/C(=C\c3ccc(OC(=O)c4ccco4)cc3)C(=N)N12 was read as Pemphigus Ab inh 98.6, CAL PDZ FP-1 -0.8, Keap1 Nrf2 FP -1.0, V-ATPase pHluor -2.2, Arrestin-AP2 inh 24.4, CAL PDZ FP-2 -3.3, DAGLB inh 12.1, NSD2 inh 6.7, LANA DNA inh 0.0 and RTF Ca sens inh -9.4.
Cc1ccc(O)c(N=Nc2nccs2)c1 was read as Pemphigus Ab inh 104.2, CAL PDZ FP-1 -1.0, Keap1 Nrf2 FP -4.5, V-ATPase pHluor -3.4, Arrestin-AP2 inh -3.6, CAL PDZ FP-2 -2.2, DAGLB inh 11.3, NSD2 inh 0.4, LANA DNA inh 0.0 and RTF Ca sens inh -0.4.
Screening CC(=O)c1ccc(NC(=O)C2CCCN2S(=O)(=O)c2ccc(C)cc2)cc1 (configuration not stated) returned Pemphigus Ab inh 108.3, CAL PDZ FP-1 -0.7, Keap1 Nrf2 FP 0.1, V-ATPase pHluor -2.5, Arrestin-AP2 inh 11.1, CAL PDZ FP-2 -0.6, DAGLB inh -3.7, LANA DNA inh 1.7 and RTF Ca sens inh -0.7.
For COC(=O)c1ccc(N2C(=O)c3cc(N4CCOCC4)c([N+](=O)[O-])cc3C2=O)cc1 the results were Pemphigus Ab inh 85.7, CAL PDZ FP-1 0.1, Keap1 Nrf2 FP -2.8, V-ATPase pHluor 0.9, Arrestin-AP2 inh 2.2, CAL PDZ FP-2 0.7, DAGLB inh 0.2, NSD2 inh 10.8, LANA DNA inh 0.5 and RTF Ca sens inh 1.6.
`COc1ccc(C(=O)N2CCCC(CO)(Cc3ccccc3C)C2)o1` (configuration not stated) gave Pemphigus Ab inh 106.6, CAL PDZ FP-1 -2.1, Keap1 Nrf2 FP -3.0, V-ATPase pHluor 7.1, Arrestin-AP2 inh -17.5, CAL PDZ FP-2 0.9, DAGLB inh 3.1, NSD2 inh 7.2, LANA DNA inh 1.2 and RTF Ca sens inh -4.4.
For CC1CCN(C(=O)CN2C(=O)C(=O)N(C)C2=O)c2ccccc2S1 (configuration not stated) the results were Pemphigus Ab inh 97.7, CAL PDZ FP-1 -0.6, Keap1 Nrf2 FP -1.2, V-ATPase pHluor 1.6, Arrestin-AP2 inh -8.3, CAL PDZ FP-2 -2.4, DAGLB inh 1.1, NSD2 inh -0.4, LANA DNA inh 0.0 and RTF Ca sens inh -1.9.
Screening Cn1cccc1/C=N\NC(=O)Cc1ccc(Br)c2ccccc12 returned Pemphigus Ab inh 121.5, CAL PDZ FP-1 -0.6, Keap1 Nrf2 FP -5.3, V-ATPase pHluor 1.4, Arrestin-AP2 inh 12.6, CAL PDZ FP-2 0.1, DAGLB inh -0.5, NSD2 inh 1.9, LANA DNA inh 1.5 and RTF Ca sens inh -2.9.
`CCc1nc2ccccc2n(CCOCCOCCn2c(=O)c(CC)nc3ccccc32)c1=O` gave Pemphigus Ab inh 105.1, CAL PDZ FP-1 -0.3, Keap1 Nrf2 FP -2.4, V-ATPase pHluor 2.3, Arrestin-AP2 inh 6.5, CAL PDZ FP-2 0.7, DAGLB inh -2.5, NSD2 inh 7.3, LANA DNA inh -0.4 and RTF Ca sens inh -1.0.
COc1ccccc1NC(=O)Oc1ccc(NC(=O)c2ccco2)cc1 was read as Pemphigus Ab inh 103.3, Keap1 Nrf2 FP -5.9, V-ATPase pHluor 1.6, Arrestin-AP2 inh 8.7, CAL PDZ FP-2 -8.3, DAGLB inh -0.1, NSD2 inh 0.3, LANA DNA inh -1.2 and RTF Ca sens inh -0.9.
For COC1=CC(=O)OC(c2ccc(OC)cc2)C1 (configuration not stated) the results were Pemphigus Ab inh 105.4, CAL PDZ FP-1 -0.7, Keap1 Nrf2 FP 1.5, V-ATPase pHluor -2.5, Arrestin-AP2 inh -5.7, CAL PDZ FP-2 45.0*, DAGLB inh 1.7, NSD2 inh -3.5, LANA DNA inh -0.8 and RTF Ca sens inh 1.0.
`COC(=O)c1c(C)oc2c1cc(NS(=O)(=O)c1ccc(C(=O)O)cc1)c1ccccc12` gave Pemphigus Ab inh 97.9, CAL PDZ FP-1 -1.6, Keap1 Nrf2 FP 7.2, V-ATPase pHluor -2.3, Arrestin-AP2 inh 1.6, DAGLB inh 4.8, LANA DNA inh 0.6 and RTF Ca sens inh 0.2.
For COc1ccc(CN2CCNC(=O)C2CC(=O)N(C)Cc2nccn2C)cc1OC (configuration not stated) the results were Pemphigus Ab inh 104.3, CAL PDZ FP-1 -0.5, Keap1 Nrf2 FP -0.3, V-ATPase pHluor 0.6, Arrestin-AP2 inh 14.7, CAL PDZ FP-2 2.2, DAGLB inh 2.7, NSD2 inh -1.0, LANA DNA inh -3.7 and RTF Ca sens inh -5.7.
`O=C(O)C1C2CCC(C2)C1C(=O)Nc1nc2ccccc2s1` (configuration not stated) gave Pemphigus Ab inh 92.5, CAL PDZ FP-1 -2.3, Keap1 Nrf2 FP 1.4, V-ATPase pHluor 2.8, Arrestin-AP2 inh 1.0, CAL PDZ FP-2 1.1, DAGLB inh -0.8, NSD2 inh 0.8, LANA DNA inh -0.5 and RTF Ca sens inh -7.1.
O=C(CCc1ccccc1Cl)NC1CCCN(c2ccc(C(F)(F)F)cn2)C1 (configuration not stated) was read as Pemphigus Ab inh 82.3*, CAL PDZ FP-1 -3.3, Keap1 Nrf2 FP 1.4, V-ATPase pHluor 0.2, Arrestin-AP2 inh -5.4, CAL PDZ FP-2 -4.6, DAGLB inh -10.9, NSD2 inh 3.0, LANA DNA inh -1.5 and RTF Ca sens inh 5.5.
`CN1CCCC(OC(=O)c2ccc(C(C)(C)C)cc2)C1` (configuration not stated) gave Pemphigus Ab inh 106.8, CAL PDZ FP-1 -8.1, Keap1 Nrf2 FP 0.7, V-ATPase pHluor -3.9, Arrestin-AP2 inh 13.5, DAGLB inh 0.7, NSD2 inh 5.7, LANA DNA inh -1.1 and RTF Ca sens inh -6.9.
`Cc1ccc(SCCN2CCN(Cc3ccccc3)CC2)cc1` gave Pemphigus Ab inh 119.5, CAL PDZ FP-1 0.5, Keap1 Nrf2 FP -4.0, V-ATPase pHluor 1.5, Arrestin-AP2 inh 31.1, CAL PDZ FP-2 -4.4, DAGLB inh -5.4, LANA DNA inh -1.8 and RTF Ca sens inh 2.9.
Screening N#Cc1c(N)nc(SCc2ccncc2)c(C#N)c1-c1cccs1 returned Pemphigus Ab inh 105.7, Keap1 Nrf2 FP 4.4, V-ATPase pHluor 1.2, Arrestin-AP2 inh -2.9, CAL PDZ FP-2 -4.9, DAGLB inh 2.5, NSD2 inh -0.8, LANA DNA inh 2.8 and RTF Ca sens inh -5.2.
Screening O=C(CNS(=O)(=O)c1ccc(F)c(Cl)c1)N1CCCCCC1 returned Pemphigus Ab inh 96.5, CAL PDZ FP-1 -0.5, Keap1 Nrf2 FP 1.2, V-ATPase pHluor -1.0, Arrestin-AP2 inh -5.1, DAGLB inh -1.4, NSD2 inh -2.1, LANA DNA inh 0.3 and RTF Ca sens inh 0.0.
COc1ccc(C2C(C#N)=C(N)Oc3cc(O)ccc32)cc1OC (configuration not stated) was read as Pemphigus Ab inh 96.2, CAL PDZ FP-1 0.9, Keap1 Nrf2 FP -2.0, V-ATPase pHluor 3.6, Arrestin-AP2 inh 3.4, DAGLB inh 0.7, NSD2 inh 0.4, LANA DNA inh 1.3 and RTF Ca sens inh -5.8.
Screening COc1ccccc1N1CCN(S(=O)(=O)c2ccc3c(c2)NC(=O)C(C)S3)CC1 (configuration not stated) returned CAL PDZ FP-1 -0.5, Keap1 Nrf2 FP 3.3, V-ATPase pHluor -1.2, Arrestin-AP2 inh -9.3, CAL PDZ FP-2 113.7*, DAGLB inh 3.1, NSD2 inh -2.3, LANA DNA inh 0.8 and RTF Ca sens inh -0.7.
CN(Cc1ccccc1)C(=O)COc1ccc(C(C)(C)C)cc1 was read as Pemphigus Ab inh 104.6, CAL PDZ FP-1 -1.4, Keap1 Nrf2 FP 7.7, V-ATPase pHluor -0.3, Arrestin-AP2 inh 2.6, CAL PDZ FP-2 0.4, DAGLB inh -11.4, NSD2 inh -0.3, LANA DNA inh -2.8 and RTF Ca sens inh -0.1.
O=C(NCCCN1CCOCC1)c1cc2nc(-c3ccco3)cc(C(F)(F)F)n2n1 was read as Pemphigus Ab inh 33.4*, CAL PDZ FP-1 -2.4, Keap1 Nrf2 FP 3.6, V-ATPase pHluor 0.8, Arrestin-AP2 inh 34.9, CAL PDZ FP-2 -1.6, DAGLB inh -3.9, NSD2 inh -1.9, LANA DNA inh -0.1 and RTF Ca sens inh -12.9.
`COc1ccc(/C=N/N2C(=O)C3C4C=CC(C4)C3C2=O)cc1[N+](=O)[O-]` (configuration not stated) gave Pemphigus Ab inh 96.0, CAL PDZ FP-1 -0.3, Keap1 Nrf2 FP -4.2, V-ATPase pHluor 1.0, Arrestin-AP2 inh 20.8, CAL PDZ FP-2 -2.7, DAGLB inh 0.5, NSD2 inh -1.5, LANA DNA inh 4.1 and RTF Ca sens inh -9.2.
Screening COc1ccc(C2c3ccc4ccccc4c3Oc3ncn(CCO)c(=N)c32)cc1 (configuration not stated) returned Pemphigus Ab inh 117.9, CAL PDZ FP-1 -3.1, Keap1 Nrf2 FP 0.3, V-ATPase pHluor -3.2, Arrestin-AP2 inh 0.6, CAL PDZ FP-2 -6.9, DAGLB inh -4.8, LANA DNA inh -1.6 and RTF Ca sens inh -8.3.
